Source: PubChem BioAssay
TLR4-MyD88 BLA: inhibitors of human TLR4-MyD88 binding | O00206+Q99836 | HeLa CL3-4 TLR4/MyD88 BLA complementation, FRET ratio | inhibition, % at 8.4 µM | 200,000 tested, 0.18% active; in the data active means inhibition above about 25%;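 further: 0% = vehicle and 100% = reference inhibitor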
Target sequence (O00206 whole entry, looked up): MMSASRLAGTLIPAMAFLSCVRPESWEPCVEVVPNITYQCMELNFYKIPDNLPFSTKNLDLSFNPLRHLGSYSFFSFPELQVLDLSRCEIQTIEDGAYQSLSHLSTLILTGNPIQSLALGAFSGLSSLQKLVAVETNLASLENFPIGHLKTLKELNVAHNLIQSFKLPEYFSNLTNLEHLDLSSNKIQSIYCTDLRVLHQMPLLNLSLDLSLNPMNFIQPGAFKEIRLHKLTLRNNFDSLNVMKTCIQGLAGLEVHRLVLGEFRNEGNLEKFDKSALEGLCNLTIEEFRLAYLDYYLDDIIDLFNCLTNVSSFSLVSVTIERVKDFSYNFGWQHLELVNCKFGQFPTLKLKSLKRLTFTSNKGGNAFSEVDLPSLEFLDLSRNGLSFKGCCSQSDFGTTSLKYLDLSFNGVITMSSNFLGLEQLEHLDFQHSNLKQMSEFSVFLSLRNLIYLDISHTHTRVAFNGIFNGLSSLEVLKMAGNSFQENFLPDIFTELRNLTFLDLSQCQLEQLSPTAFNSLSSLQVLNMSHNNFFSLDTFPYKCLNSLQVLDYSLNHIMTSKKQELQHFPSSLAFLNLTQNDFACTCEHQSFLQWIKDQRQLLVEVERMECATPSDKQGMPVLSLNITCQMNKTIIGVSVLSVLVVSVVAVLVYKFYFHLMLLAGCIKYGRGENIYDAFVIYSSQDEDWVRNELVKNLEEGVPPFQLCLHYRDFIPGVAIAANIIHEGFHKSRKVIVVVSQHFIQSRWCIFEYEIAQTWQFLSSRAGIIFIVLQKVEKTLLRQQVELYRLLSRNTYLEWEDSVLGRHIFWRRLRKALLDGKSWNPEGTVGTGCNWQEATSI
Target sequence (Q99836 whole entry, looked up): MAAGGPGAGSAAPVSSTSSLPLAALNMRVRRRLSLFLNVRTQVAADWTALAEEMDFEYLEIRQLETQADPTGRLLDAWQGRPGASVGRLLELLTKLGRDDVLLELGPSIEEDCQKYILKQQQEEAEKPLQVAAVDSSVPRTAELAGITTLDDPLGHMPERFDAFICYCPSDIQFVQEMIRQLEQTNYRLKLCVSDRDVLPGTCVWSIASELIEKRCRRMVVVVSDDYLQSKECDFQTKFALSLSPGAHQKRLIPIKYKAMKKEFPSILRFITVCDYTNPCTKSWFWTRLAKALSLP
PMI act hi M6P: increases human PMI activity with near-saturating mannose 6-phosphate; coupled PMI enzyme assay, resazurin fluorescence, 20 min; active compounds read high; 1 = untreated enzyme, 0 = substrate-free blank; activation factor at 20 µM; 190,000 tested, 0.34% active;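 active means activation factor of 2 or more at 20 µM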
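Test system: human phosphomannose isomerase with PGI, G6PDH, diaphorase coupling enzymes; Amount: PMI at 15 ng/mL final; Reagent: Mannose-6-phosphate 1.0 mM (near-saturating) plus 0.22 mM NADP+; Timing: 20 min, room temperature; Technique: resorufin fluorescence at Ex 544/Em 590 nm; Dosing: 20 µM single dose.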
DTT redox prof: compounds producing H2O2 with reducing agent – biochemical, NIH compound library profiling, artefact control for MLSCN library redox annotation, primary screen; AID 878; activation, % at 10 µM; DTT-dependent redox cycling H2O2, phenol red/HRP absorbance; 100% = 100 µM peroxide control, 0% = buffer; 200,000 tested, 0.03% active;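 active means activation of at least 50% relative to the plate's high and low controls in the primary single-dose screen; inactive means activation below 50%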;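 further: compound incubated with DTT at 0.8 mM final as the reducing agent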
RAM inhibit: yeast RAM network inhibition; S. cerevisiae dse1pr::URA3 reporter, 5-FOA growth OD615, 2 d; analog-sensitive cbk1-as2 kinase mutant strain; inhibition, % at 50 µM; 190,000 tested, 1.8% active; AID 868;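 active means inhibition above a set limit, 3 SD over mean compound inhibition, cut at about 8.4% in these data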;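 further: 0% = DMSO-only wells with no growth and 100% = 10 µM 1-NA-PP1 full growth; inhibition rescues growth on 5-FOA so higher OD means more RAM inhibition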
Hsp70 act: Hsp70 transcriptional activation, primary screen. AID 1203. 200,000 tested, 0.04% active. activation, % at 10 µM. HeLa Hsp70 promoter luciferase reporter, luminescence; scaled: vehicle 0, proteasome-inhibitor control 100%;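 active means activation above the mean across all tested compounds plus 3 SD, cutoff set per campaign, cut at about 5.5% in these data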;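 further: 100% = MG132 at 30 µM as the positive control and 0% = DMSO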
G6PDH counter: counter-screen for G6PDH assay hits: L. mesenteroides G6PDH inhibition | Purified L. mesenteroides G6PDH, diaphorase/resazurin coupled fluorescence, 45 min | inhibition, % at 5 µM | 200,000 tested, 0.12% active
S1P3 antagonist: blocks the human S1P3 receptor; Q99500; CHO S1P3 NFAT-BLA reporter, FRET fluorescence, antagonist mode; inhibition, % at 4.98 µM; 170,000 tested, 0.27% active;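 active means inhibition above the plate cutoff, the mean inhibition of test wells on that plate plus 3 SD, cut at about 28% in these data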;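 further: cells challenged with S1P at its EC80 of 0.8 µM; blue over green emission ratio from cleaved BLA substrate after 4 h stimulation; 0% = S1P-stimulated wells and 100% = unstimulated DMSO-only wells; some compounds past the cut are filed as inactive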
Diaph inh CS: diaphorase inhibition or chemical oxidation counter-screen. diaphorase resazurin-to-resorufin fluorescence, NADH, 16 min; bacterial (C. kluyveri) enzyme, not human. inhibition, % at 20 µM. 190,000 tested, 0.69% active;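 active means primary screen inhibition at 20 µM above a set limit, cut at about 50% in these data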;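 further: plate controls were DMSO with full reaction for no effect and wells lacking NADH for full effect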
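Assay system – diaphorase enzyme from Clostridium kluyveri · Amount – diaphorase 0.14 U/mL (working solution) · Times – reaction incubation of 16 min at room temperature · Controls – No-NADH positive control and DMSO neutral control · Signal – resorufin fluorescence 544/590 nm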
L major viab: Leishmania major promastigote growth inhibition | Leishmania major promastigotes, resazurin fluorescence viability | inhibition, % at 10 µM | 200,000 tested, 9% active;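 further: promastigotes grown with compound for 44 hours at 28 °C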
Diaph act CS: diaphorase activation or chemical reduction counter-screen; activation factor at 20 µM; Diaphorase/resazurin coupled assay, resorufin fluorescence, 16 min; active compounds read high; 1 = vehicle wells, 0 = NADH-free wells; AID 1229; 190,000 tested, 0.005% active;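 active means diaphorase activity raised at least twofold by the compound at 20 µM; inactive means activation factor below 2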
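Material: bacterial diaphorase enzyme (C. kluyveri); amount: enzyme 0.07 U/mL final; reagent: NADH substrate 0.114 mM plus resazurin dye 0.1 mM, final; doses: single compound dose of 20 µM, 1% DMSO final; timing: 16 min enzyme reaction, ambient temperature; measured by: fluorescence of resorufin, 544 nm excitation, 590 nm emission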
PMI act: activators of human phosphomannose isomerase. purified human PMI, coupled resazurin fluorescence, 20 min; active compounds read high; 1 = vehicle control, 0 substrate-free wells. activation factor at 20 µM. 190,000 tested, 0.005% active. AID 1214;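 active means activation factor of 2 or more at 20 µM, relative to plate controls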
The depositor's hits bear a star; x = not tested or not shown. Unless noted, no stated cut-off is given here; in the data, active means inhibition above about 50%; inactive means the rest.

A first look, two compounds:
molecule	Diaph inh CS	G6PDH counter	Diaph act CS	PMI act hi M6P	L major viab	DTT redox prof	Hsp70 act	S1P3 antagonist	RAM inhibit	PMI act	TLR4-MyD88 BLA
CCCn1c(=O)c2c(nc3n2CCN3Cc2ccco2)n(C)c1=O	4	2	1	1.1	1	-1.0	-0.1	-2	1.1	1.1	-2
COc1ccc(CC(=O)Nc2nc3n(n2)C(c2ccccc2)CC(=O)N3)cc1OC (stereo unspecified)	13	6	0.9	1	-6	-0.2	-0.4	10	2.3	1	-11

All compounds of this part, repeating the preview:
molecule	Diaph inh CS	G6PDH counter	Diaph act CS	PMI act hi M6P	L major viab	DTT redox prof	Hsp70 act	S1P3 antagonist	RAM inhibit	PMI act	TLR4-MyD88 BLA
CCCn1c(=O)c2c(nc3n2CCN3Cc2ccco2)n(C)c1=O	4	2	1	1.1	1	-1.0	-0.1	-2	1.1	1.1	-2
COc1ccc(CC(=O)Nc2nc3n(n2)C(c2ccccc2)CC(=O)N3)cc1OC (stereo unspecified)	13	6	0.9	1	-6	-0.2	-0.4	10	2.3	1	-11
C=CCc1cccc(CNc2nc3ccccc3n2CCC)c1O	17	3	0.8	0.9	21	0.3	-0.1	77*	2.2	0.8	15
Cc1cc(OC(=O)c2ccccc2Br)cc(=O)n1C	5	-2	1	0.8	-7	-8.6	-0.2	x	1.7	1	-2
Cc1nnc(SCc2cc(=O)[nH]c(N3CCN(C)CC3)n2)s1	8	0	0.9	1	-5	-0.6	0.0	0	0.0	1	-6
O=C1COc2ccc3ccccc3c2CN1	5	3	1	1	-2	0.7	-0.3	x	3.0	1	-10
O=C1NC(c2ccccc2)=N/C1=C/c1ccco1	42	5	0.6	0.9	1	0.4	-0.2	-14	2.9	0.8	-5
CCN(CC)C(=O)CCSc1nnc(-c2ccco2)o1	-4	6	1	1	-5	-0.5	-0.1	-2	0.3	1	10
S=C(Nc1ccccn1)NC1CCCC1	4	6	1	1	7	-0.4	0.0	-9	0.1	1	-8
CC(=O)Nc1ccc(S(=O)(=O)NC2(C(F)(F)F)C(=O)Nc3c2c(=O)[nH]c(=O)n3C)cc1 (stereo unspecified)	12	5	0.9	1	-1	0.2	-0.3	x	-0.8	0.9	20
CC(=O)N(/N=C1\Sc2ccccc2C1=O)c1cccc(C)c1	20	12	0.8	0.9	0	296*	0.7	x	1.2	0.9	-9
CCOC(=O)C1=C(C)NC2=C(C(=O)C(C(=O)OC)C(C)C2)C1c1ccc(OC)c(O)c1 (stereo unspecified)	13	6	0.9	1	-6	2.3	-0.3	22	0.3	0.8	7
Cc1cc(Cl)c(S(=O)(=O)NCc2ccccc2)cc1OCC(N)=O	15	2	0.9	1.1	-3	0.5	-0.5	x	0.2	1	-8
CN=c1sc(C(=O)Nc2ccccc2)c(C)n1C	-7	3	1.1	1.1	9	-0.3	-0.3	3	1.2	1.2	-2
Nc1ccccc1C(=O)N1CCCC1	8	12	0.9	0.9	-6	-0.8	1.6	-8	0.5	0.9	3
O=C(N/N=C/c1ccc(Br)s1)c1ccccc1[N+](=O)[O-]	21	2	0.8	1	50	3.0	-0.2	x	0.1	0.9	3
CC(=O)Nc1ccc(S(=O)(=O)N2CCN(CC(O)COc3ccc4ccccc4c3)CC2)cc1 (stereo unspecified)	15	2	0.8	0.9	3	0.1	0.1	x	-0.3	0.8	-10
Cc1ccc2nc(/N=C(\N)NC(=O)N3c4ccccc4Sc4ccccc43)nc(C)c2c1	10	-17	0.9	1	42	0.4	-0.1	0	4.7	0.9	-12
CS(=O)(=O)N(Cc1ccccc1)c1ccccn1	3	12	1	1	-6	2.5	-0.2	-14	1.6	1	-8
CC/C=C/C(=O)N1CC2(CC(c3cccc(NC(=O)c4ccccc4)c3)=NO2)C[C@@H]1C(N)=O (stereo partly specified)	9	8	0.9	1.1	-4	-9.8	-0.3	x	0.8	1.1	-9
CC(C)NC(=O)CSCc1c(Cl)cccc1Cl	-3	10	1	1.1	-3	-0.1	-0.3	x	-1.2	1	-9
CCc1ccc(OCc2cnc(Cl)s2)cc1	7	4	0.9	1	-13	-1.1	-0.1	-3	-0.5	1	-7
O=C(N/N=C/c1ccccc1O)/C(=C/c1ccccc1)CCO	6	-17	0.9	1.1	98*	0.4	-0.3	0	2.4	1.1	-9
O=C(NNc1nc2ccccc2s1)c1ccccc1F	29	11	0.7	1.1	4	-4.3	-0.1	x	-0.4	1.1	-6
COc1nc(SC)nc(Cl)c1Cc1ccc(OC(C)C)cc1	3	1	1	1.3	66*	0.2	-0.2	7	-1.7	1.2	-7
Cc1cccc2cc(CN(CCCO)C(=O)Nc3cccc(Cl)c3)c(=O)[nH]c12	16	1	0.8	0.9	18	-0.5	-0.3	6	2.5	0.9	5
O=C(CN1C(=O)c2ccccc2S1(=O)=O)N1CCc2ccccc21	-19	15	1.2	1.2	-5	0.5	-0.7	10	1.6	1.1	12
Cc1ccc2nsnc2c1NC(=O)c1cccc([N+](=O)[O-])c1	2	-3	1	1	-1	0.3	0.0	-16	3.8	0.9	1
COc1ccccc1-c1ccc(Nc2cccc(C(C)=O)c2)nn1	9	-16	0.9	0.9	15	1.6	0.0	x	3.2	0.9	-2
Cc1onc(-c2ccccc2Cl)c1C(=O)Nc1ccc(-n2nncc2-c2ccco2)cc1	21	-2	0.8	1	44	1.2	0.0	x	4.9	0.8	-11

Next results
molecule	Diaph inh CS	G6PDH counter	Diaph act CS	PMI act hi M6P	L major viab	DTT redox prof	Hsp70 act	S1P3 antagonist	RAM inhibit	PMI act	TLR4-MyD88 BLA
Cc1ccc(Cc2ccc(C(=O)NNC(N)=S)o2)cc1	2	7	1	0.9	-5	-0.7	-0.2	-8	0.1	1	-2
NS(=O)(=O)c1ccc(NC(=S)NCc2ccco2)cc1	6	2	0.9	0.8	-6	-0.9	-0.3	-14	4.2	0.4	-2
COc1ccc(NC(=S)N2CCCC2)cc1OC	26	-4	0.7	0.6	-9	0.1	-0.1	-9	-0.1	0.9	-4
COc1cc(OC)cc(-c2nc(N)n[nH]2)c1	17	13	0.8	0.9	-5	16	-0.2	-53	1.2	0.8	-11
CN1C(=O)CC(N2CCN(c3ncccn3)CC2)C1=O (stereo unspecified)	17	5	0.8	1	-11	1.5	-0.1	12	0.8	1	-10
CCC(OC(=O)c1cccs1)C(=O)NC1CCCCC1 (stereo unspecified)	23	5	0.8	0.9	-7	2.5	-0.2	-18	2.5	1	-7
C=CCc1cccc(/C=N/NC(=O)c2ccccc2Br)c1O	1	-1	1	1.2	9	-1.5	0.1	-2	1.9	1.2	-1
O=C(N/N=C/c1ccc(O)cc1)c1csc2ccccc12	15	-1	0.9	0.9	-2	-3.2	-0.1	x	2.1	1	3
CCOC(=O)c1cnc(-n2nc(C)cc2C)nc1NC1CCCCC1	-1	3	1	1	100*	0.1	0.1	28	-2.3	0.9	12
C=CCNC(=O)Cc1c(OC)ccc2cc(Br)ccc12	-5	14	1.1	1	12	-1.4	0.1	-6	2.3	1	2
Cc1ccc(/C=N/NC(=O)c2cccs2)s1	10	4	0.9	0.9	-2	0.4	0.1	-13	0.5	0.8	-1
CCOC(=O)c1sc2nc(CSCC(=O)OCc3ccc(C(=O)OC)o3)[nH]c(=O)c2c1C	17	7	0.8	0.9	-1	2.7	0.0	-12	13*	0.8	0
O=C(/C=C\Nc1cccc(F)c1)c1cccs1	9	-27	0.9	0.9	-3	2.2	0.1	x	1.5	0.9	9
CN(C1CCCCC1)S(=O)(=O)c1ccc(NC(=O)C2CCCCC2C(=O)O)cc1 (stereo unspecified)	14	-2	0.9	0.9	-7	0.8	-0.2	-1	-0.1	0.9	-4
Cc1cc(NC(=O)Cn2nc(C(F)(F)F)c3c2CCC3)no1	5	7	1	1	-10	2.0	0.1	4	1.5	0.9	-5
COc1ccccc1NC(=O)c1sc(NC(=O)c2ccco2)c(C#N)c1C	10	3	0.9	1	1	1.1	-0.2	x	0.8	0.9	1
Cc1ccsc1C(=O)OCC(=O)NCc1ccco1	16	1	0.8	1	-7	0.2	-0.2	-5	0.8	0.9	-10
COc1cc2c(cc1OC)-c1cc(NC3CCCC3)nc(=O)n1CC2	-23	12	1.2	1.1	7	-3.6	-0.3	5	0.0	1.1	18
COCc1n[nH]c(=S)n1-c1cccc2ccccc12	14	2	0.9	0.9	-1	-0.1	-0.3	x	1.0	1	-16
CC(=O)NCC(=O)N(Cc1ccco1)C1(C(=O)NC2CCCCC2)CCCCC1	4	0	1	1.1	-5	-0.1	-0.4	x	2.0	1	1
